# C2C12 statin = protects C2C12 myotubes from simvastatin toxicity | actives 0.78% (n = 330,000) | ATP luminescence, 48 h; scaled: DMSO 0, geranylgeraniol control 100 | AID 602340 | rescue of ATP level, % at 7.49 µM;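 active = mean ATP rescue above about 67%, or every replicate alone reaching that limit, limit read from the data, passing the limit was not always enough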;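 also: myotubes were challenged with 10 µM simvastatin during compound exposure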
# Cneo AK release = causes C. neoformans cell lysis; adenylate kinase release luminescence, 4 h; normalised: neutral wells 0, clomiphene wells 100; lysis activity, % at 15 µM; actives 0.2% (n = 360,000);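 active = mean lysis activity across replicates of at least 80%, whatever share of replicates individually reach that level; inactive = mean lysis activity below 80%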
#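 Test system: log-phase Cryptococcus neoformans yeast cells. Input: 5 × 10^6 yeast cells/mL. Medium: fresh YPD growth medium. Doses: single dose. Incubation: static 4 h at 37 °C with compound, 1 h detection. Measured by: luminescent adenylate kinase detection reagent. Read-out: signal increase indicating cell lysis. Benchmarks: Clomiphene.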
# An asterisk follows results filed as active. A portion of the library, so the mix of outcomes need not match the whole.
# Below each SMILES – C2C12 statin, Cneo AK release
CC(=O)C1=C(C)NC(SCC(=O)c2ccccc2)=C(C#N)C1CC(C)C (centres undefined)
  -12.4, -2.7
C=CCNC(=O)COc1ccc(Br)cc1Cl
  -1.4, -0.8
CNC(=S)N1CCN(c2ccccc2OC)CC1
  -6.9, -2.0
O=C(NC1(C(F)(F)F)NC(=O)N(Cc2cccnc2)C1=O)c1ccccc1Cl (centres undefined)
  1.4, 61.7
CCOc1ccc(/C=C2\CCCc3c2nc2ccccc2c3C(=O)O)cc1OC
  -8.8, -0.9
Cc1ccc(CSc2nc3c(c(=O)[nH]2)CCC3)cc1
  2.5, 2.9
O=C(N/N=C\c1cccnc1)c1ccc(Cl)cc1Cl
  3.6, 5.5
O=C1CN(C(=O)COC(=O)C2CCN(S(=O)(=O)c3ccccc3C(F)(F)F)CC2)c2ccccc2N1
  -3.4, -0.2
C=C(C)C(C)(C#CCN1CCCC1)OC(C)=O (centres undefined)
  -12.4, -3.8
CC(C)CCNC(=S)NC1CCCC1
  -6.1, 1.0
O=C1CC(N2CCN(C3CC(=O)N(CCc4ccccc4)C3=O)CC2)C(=O)N1CCc1ccccc1 (centres undefined)
  -5.5, 2.3
COc1ccc(CNC(=O)c2ccc3c(=O)n(-c4ccccc4)c(=O)[nH]c3c2)cc1
  4.7, 1.7
CCOc1cc(C2C(C(=O)OC)=C(C)N=C3SCCC(=O)N32)ccc1OC(C)=O (centres undefined)
  9.2, -1.1
COC(=O)c1sccc1-c1ccc(/C=N/OCc2c(Cl)cccc2Cl)o1
  -7.6, 3.9
Cn1ncc(Cl)c1C(=O)Nc1cc(C(F)(F)F)ccc1F
  -114.2, -1.9
COCCCNc1nc2c(c(=O)[nH]c(=O)n2C)n1CC(O)COc1ccccc1 (centres undefined)
  -14.3, 1.1
COc1ccc(NC(=S)c2ccc3ccccc3n2)cc1
  -23.4, 17.8
N#Cc1nc(-c2ccccc2Cl)oc1NCc1ccco1
  1.9, 0.6
CCCCCC(=O)Nc1ccc(Cc2ccncc2)cc1
  26.5, -2.6
Cc1ccc(-c2ccc(CCC(=O)O)n2NC(=O)c2cccs2)cc1
  2.5, -1.0
CCSc1ccccc1C(=O)NCc1ccco1
  13.7, 0.8
CCOC(=O)/C(C#N)=C1/SC(CC)C(=O)N1c1ccc(Br)cc1 (centres undefined)
  -0.2, -0.9
O=S(=O)(c1ccc(-n2cnnn2)cc1)N(C1CCCCC1)C1CCCCC1
  23.6, -1.0
Cc1cc(S(=O)(=O)NCc2ccco2)c(C)s1
  -7.6, 11.0
COC(=O)Nc1ccc(S(=O)(=O)N2CCCc3ccccc32)cc1
  -41.9, -0.9
Cc1ccc(/C=C(/C#N)c2nc(CCN3C(=O)c4ccccc4C3=O)cs2)cc1
  -16.5, 4.0
O=C(Nc1ccccc1)N(CCN1CCOCC1)Cc1ccccc1F
  11.1, -1.9
CCN1CNC(=S)N(c2cc(C)ccc2C)C1
  -16.6, 0.7
COc1ccccc1Nc1nc(N)nc(CN2CCN(Cc3ccccc3)CC2)n1
  -0.5, 1.4
c1ccc(-n2nnnc2OCCOc2nnnn2-c2ccccc2)cc1
  6.1, -0.7
O=C(c1csc2ccccc12)N1CCN(c2ccccn2)CC1
  -10.3, -1.8
COc1ccc(C2CC(c3ccccc3)=NN2c2ccc(/C=N/NC(=O)c3ccncc3)cc2)cc1 (centres undefined)
  -1.8, 2.0
CC(=O)c1c(C)[nH]c(C(=O)CSc2nnc(-c3ccco3)n2Cc2ccccc2)c1C
  -7.2, -1.5
CCOc1ccc(-c2cccc(NC(=O)COc3ccc(Cl)cc3)c2)nn1
  -10.1, -4.7
COc1cccc(-c2noc(C(C)n3nc(C)c([N+](=O)[O-])c3C)n2)c1 (centres undefined)
  -6.0, 1.6
CSc1ncccc1C(=O)OCC(=O)N1CCOCC1
  3.2, -0.7
CC(N=Cc1nc(-c2ccccc2)oc1O)c1ccccc1 (centres undefined)
  0.0, 6.9
O=S1(=O)CC/C(=N\O)c2ccccc21
  -7.8, -1.6
FC(F)(F)c1nnc2sc(-c3ccncc3)nn12
  4.3, -1.2
Cn1c(=O)c2c(nc(NCc3ccco3)n2CCc2ccccc2)n(C)c1=O
  -4.3, -0.8
COc1ccccc1N1CCN(C(=O)Cc2cccs2)CC1
  4.8, 1.9
COC(=O)c1ccc(Cn2cnc3ccccc3c2=O)cc1
  -33.3, -1.6
COCCOC(=O)C1=C(C)NC(=O)NC1c1cccs1 (centres undefined)
  -3.1, 5.8
COc1ccc(CNC(=O)[C@H](C)NC(=O)C2CCN(S(=O)(=O)c3ccc(C)cc3)CC2)cc1
  2.0, -0.4
O=C(Oc1nsnc1N1CCCCC1)N1CCOCC1
  4.1, 3.5
Cc1nonc1OCC(C)(COc1nonc1C)NC(=O)c1ccc(Cl)cc1
  -9.0, 0.9
COc1ccc(Cl)c(Cn2c(NCC(C)O)nc3c2c(=O)n(C)c(=O)n3C)c1 (centres undefined)
  2.2, -2.6
Cc1ccc(C2CC(=O)Nc3sc(C(N)=O)c(N)c32)cc1 (centres undefined)
  -7.4, 0.4
CCc1ccc(-c2nnn(Cc3nc4ccccc4s3)n2)cc1
  -1.0, -1.4
Cc1ccc(S(=O)(=O)N2CCC(C(=O)N[C@H](C(=O)NC3CCS(=O)(=O)C3)C(C)C)CC2)cc1 (some centres undefined)
  -2.8, 4.7

# Additional results:
# Below each SMILES – C2C12 statin, Cneo AK release
CN(C)C(CNC(=O)CCCOc1ccccc1)c1ccco1 (centres undefined)
  2.5, 0.3
CCn1c(=O)cc(OCC(=O)NCc2cccnc2)c2ccccc21
  -5.3, -1.0
COc1ccc2[nH]c(=O)c(CN(Cc3cccs3)Cc3nnnn3Cc3ccccc3)cc2c1
  0.0, 2.2
Cc1cn(-c2cc(NC(=O)c3ccc(C)c(NC(=O)c4cccc(-c5cn[nH]c(=O)c5)c4)c3)cc(C(F)(F)F)c2)cn1
  6.4, 4.5
c1cnn(-c2nc(N3CCOCC3)nc(N3CCOCC3)n2)c1
  -53.1, -1.2
COc1ccc(C(=O)/C=C/Nc2cc(C)on2)c(OC)c1
  2.8, -3.2
COc1ccc2oc(=O)c(C(=O)NCc3cccnc3)cc2c1
  1.8, 1.5
Cc1c(NC(=O)C2Cc3ccccc3CN2C(=O)c2ccco2)c(=O)n(-c2ccccc2)n1C (centres undefined)
  7.8, 13.5
CNc1ccccc1C(=O)OCC(C)=O
  -9.1, 0.9
CC1CCCCC1NC(=O)c1ccc(N2CCCC2=O)cc1 (centres undefined)
  1.1, -3.4
COc1ccc(OC)c(C2SCCN2S(C)(=O)=O)c1 (centres undefined)
  6.1, 4.7
CC1Cc2ccccc2N1C(=O)CN1CCc2ccccc2C1 (centres undefined)
  -3.0, 9.1
CN(C)c1nc(Oc2ccc(/C=N/O)cc2)nc(N(C)C)n1
  25.5, 1.0
Cn1c(N)c(C(=O)COC(=O)c2ccccc2C(=O)c2ccc(Cl)c([N+](=O)[O-])c2)c(=O)n(C)c1=O
  0.8, 0.2
C=CCOc1ccccc1/C=C/C(=O)O
  1.1, -0.5
c1ccc(-c2nc(NCC3CCCO3)c3ccccc3n2)nc1 (centres undefined)
  8.8, -4.3
COc1cc(NC(=O)N[C@H](C(=O)O)C(C)C)cc(OC)c1
  25.1, -2.3
COC(=O)COc1nsnc1N1CCOCC1
  2.5, 1.0
CCCS(=O)(=O)NC(=O)C1(C)CCN(C(=O)c2ccc(C(F)(F)F)nc2C)C1 (centres undefined)
  0.3, -0.6
Cc1cccc(Cl)c1OCCCCn1ccnc1
  -19.9, 9.1
O=C(O)Cc1ccc(C(=O)c2ccccc2)s1
  -1.1, 2.7
FC(F)(F)C1CCCN(c2nsc3ccccc23)C1 (centres undefined)
  6.2, -2.6
Cn1c(SCc2ccc(Cl)cc2)nc(C(F)(F)F)cc1=O
  18.0, -2.5
C#CCOCCOCCOCCNc1nc(N2CCN(C(=O)CCCCCCCCCCNC(=O)[C@H]([C@@H](C)CC)n3cc(CCCCCN)nn3)CC2)nc(N2CCN(C(=O)CCCCCCCCCCNC(=O)[C@H]([C@@H](C)CC)n3cc(CCCCN=C(N)N)nn3)CC2)n1
  -221.3, -0.8
C=CC(=O)Nc1ccc(Nc2ccnc(Nc3ccc(N4CCN(C)CC4)cc3)n2)cc1
  -31.1, -4.1
CC(C)C1N(C(=O)CN2CCCC2)CCN1S(=O)(=O)c1ccccc1 (centres undefined)
  10.2, 6.5
COc1ccc(-c2nc(C#N)c(N3CCOCC3)o2)cc1OC
  1.2, 1.9
O=S(=O)(c1ccc(Br)s1)n1cccn1
  1.4, -1.0
CC(=O)N1CCN(S(=O)(=O)c2cccc(C(=O)NNC(=O)COc3ccc(Cl)cc3C)c2)CC1
  1.4, -1.1
CCOc1ccccc1N=Nc1c(C)[nH]n(-c2ccccc2)c1=O
  -15.5, -0.3
C=C(C)c1cccc(C(C)(C)NC(=O)N2CCCC2)c1
  -3.9, 2.1
COc1ccc(CN2CC(C(=O)NCCCN3CCCCCC3)CC2=O)cc1 (centres undefined)
  -14.6, 2.4
CN(C)S(=O)(=O)c1cccc(NC(=O)c2cc3ccccc3o2)c1
  -13.4, -5.4
Cn1cccc1C(=S)N=P(C1CCCCC1)(N1CCOCC1)N1CCOCC1
  -1.4, 0.0
C=CC(=O)Nc1cccc(CN2C(=O)N(c3cc(OC)cc(OC)c3)Cc3cnc(NCCCCN(CC)CC)nc32)c1
  -17.9, 3.7
Clc1ccccc1CSc1snnc1-c1ccccc1
  -5.0, -6.8
COc1ccccc1OCCCn1c(=O)sc2ccccc21
  0.1, -1.4
COc1ccc(/C=N/NC(=O)c2cc[n+]([O-])cc2)cc1OC
  3.4, 4.2
O=C(CCCn1c(SCC(=O)c2ccc(F)cc2)nc2ccccc2c1=O)NCc1ccco1
  1.8, -3.9
CC(C)[C@H](CN1CCC[C@H]1CN1C(N)=NC[C@H]1C(C)C)N1C[C@@H](Cc2ccccc2)N(CCCC2CCCC2)C1=N
  -31.3, -9.2

# Shown as comma-separated lines: part of the list above.
canonical_smiles,C2C12 statin,Cneo AK release
CN(C)S(=O)(=O)c1cccc(NC(=O)c2cc3ccccc3o2)c1,-13.4,-5.4
Cn1cccc1C(=S)N=P(C1CCCCC1)(N1CCOCC1)N1CCOCC1,-1.4,0.0
C=CC(=O)Nc1cccc(CN2C(=O)N(c3cc(OC)cc(OC)c3)Cc3cnc(NCCCCN(CC)CC)nc32)c1,-17.9,3.7
Clc1ccccc1CSc1snnc1-c1ccccc1,-5.0,-6.8

# New compounds follow:
# Below each SMILES – C2C12 statin, Cneo AK release
CCC1CCCCN1C(=O)c1cc2c(=O)n3cccc(C)c3nc2s1 (centres undefined)
  -7.0, -6.7
CC(C)(C)NC(=O)c1cc(F)c(F)cc1Cl
  -0.2, 5.7
CCN(CC)CCn1c2ccccc2c2cnc(N=CN(C)C)c(C#N)c21
  24.8, -1.8
O=C(c1ccco1)n1nc(-c2ccco2)nc1SCc1ccccc1
  13.0, -0.7
O=C(Cn1cccc1C(=O)c1ccccc1)NCc1ccccn1
  7.5, -1.3
NC(=O)c1ccccc1NS(=O)(=O)c1ccccc1
  16.4, -0.4
O=C(Nc1ccc(F)cc1)C1CCCCC1
  1.3, 1.2
Cc1ccc(S(=O)(=O)N(C)c2ccc(OC(=O)c3cc(=O)[nH]c4ccccc34)cc2)cc1
  -9.2, 2.2
Cc1ccc(Oc2cc(N3CCOCC3)nc(-c3ccccc3)n2)cc1
  2.5, -0.2
O=S(=O)(NCCc1csc(-c2ccccc2)n1)c1ccc2c(c1)OCCO2
  -18.7, -0.4

# Part of the list above in another layout.
structure | C2C12 statin | Cneo AK release
CC(C)[C@H](CN1CCC[C@H]1CN1C(N)=NC[C@H]1C(C)C)N1C[C@@H](Cc2ccccc2)N(CCCC2CCCC2)C1=N | -31.3 | -9.2
CCC1CCCCN1C(=O)c1cc2c(=O)n3cccc(C)c3nc2s1 (centres undefined) | -7.0 | -6.7
CC(C)(C)NC(=O)c1cc(F)c(F)cc1Cl | -0.2 | 5.7
CCN(CC)CCn1c2ccccc2c2cnc(N=CN(C)C)c(C#N)c21 | 24.8 | -1.8

# Later entries
# Below each SMILES – C2C12 statin, Cneo AK release
CC1=NC(Nc2nc(C)c3ccccc3n2)=NC(C)(C)C1
  -6.1, 0.6
CSc1nc2c(c(-c3ccccc3)c1C#N)CCC2
  -1.6, 0.6
CC(C)[C@H](CN1CCC[C@H]1CN1C(N)=NC[C@@H]1Cc1ccccc1)N1C[C@@H](Cc2ccccc2)N(CCc2ccc(Cl)c(Cl)c2)C1=N
  -68.2, 31.7
CN(CC(=O)N1CCN(c2ccccc2)CC1)S(=O)(=O)c1cnc[nH]1
  -5.8, 2.9
CCOC(=O)c1cc2nc(Nc3ccc(OC)cc3)sc2s1
  -10.0, 5.4
O=C(c1cc2nc(-c3ccco3)cc(C(F)(F)F)n2n1)N1CCCc2ccccc21
  5.9, -0.4
CCOC(=O)C1CCCN(CC(=O)Nc2c(C(=O)OC)[nH]c3ccc(Cl)cc23)C1 (centres undefined)
  -7.8, -2.4
Cc1cc(C)c2cc(C#N)c(NCCCNC(=O)CCC(=O)O)nc2c1
  2.6, 1.1
CCC(NC(=O)NCCCn1ccnc1)(C(F)(F)F)C(F)(F)F
  28.2, -4.5
CCOC(=O)N1CCC(NC(=O)Cn2cc3c(n2)CCC(C)C3)CC1 (centres undefined)
  -6.6, 8.4
COc1ccc(CC(=O)NCc2ccccc2Cl)cc1S(=O)(=O)N1CCOCC1
  9.8, 0.8
CC(=O)c1ccc(N2CCN(C(=O)COc3ccc(F)cc3)CC2)c(F)c1
  -13.1, 5.2
CCOC(=O)N1CCN(C(=O)CCCn2c(=S)[nH]c3ccc(Br)cc3c2=O)CC1
  -3.8, -1.0
